MC4R barr agon: agonists of human melanocortin 4 receptor (MC4R) beta-arrestin. AID 540308. P32245. U2OS MC4R beta-arrestin complementation, luminescence; percent of melanotan II response, DMSO zero. hit rate 0.98% among 360,000. activation, % at 8.9 µM;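 active means activation above a per-plate cutoff, the mean activation of sample wells on that plate plus 3 SD, cut at about 8% in these data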
ABCB6 inh MLPCN: inhibitors of human ABC transporter ABCB6; fluorescence ratio to DMSO, % at 10 µM; hit rate 0.19% among 360,000; K562-ABCB6 porphyrin accumulation, flow cytometry, 1 h; hits give low values;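 active means fluorescence ratio to DMSO below 75%, the collection mean minus 3 SD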;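 further: signal is porphyrin accumulated inside mitochondria; 100% equals median channel fluorescence of DMSO control wells; lower ratio means ABCB6 inhibition with less porphyrin fluorescence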
TLR9-MyD88 block: TLR9-MyD88 interaction inhibition | Q9NR96+Q99836 | CHO BLA complementation TLR9-MyD88, CCF4 FRET ratio | inhibition, % at 4.98 µM | hit rate 0.21% among 340,000 | AID 504734;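 active means inhibition above the mean over all tested compounds plus 3 SD, cut at about 21% in these data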;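 further: 0% = DMSO only wells and 100% = clavulanate BLA inhibitor control wells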
ABHD5-PLIN5 inh: inhibitors of human ABHD5-perilipin-5 interaction; AID 602281; hit rate 0.78% among 360,000; inhibition, % at 4 µM; Split G. princeps luciferase complementation, luminescence, 4 h;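 active means inhibition above the mean inhibition across every tested compound plus 3 SD, cut at about 22% in these data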;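 further: 0% = DMSO only wells and the 100% control is not disclosed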
Target sequence (Q00G26 whole entry, looked up): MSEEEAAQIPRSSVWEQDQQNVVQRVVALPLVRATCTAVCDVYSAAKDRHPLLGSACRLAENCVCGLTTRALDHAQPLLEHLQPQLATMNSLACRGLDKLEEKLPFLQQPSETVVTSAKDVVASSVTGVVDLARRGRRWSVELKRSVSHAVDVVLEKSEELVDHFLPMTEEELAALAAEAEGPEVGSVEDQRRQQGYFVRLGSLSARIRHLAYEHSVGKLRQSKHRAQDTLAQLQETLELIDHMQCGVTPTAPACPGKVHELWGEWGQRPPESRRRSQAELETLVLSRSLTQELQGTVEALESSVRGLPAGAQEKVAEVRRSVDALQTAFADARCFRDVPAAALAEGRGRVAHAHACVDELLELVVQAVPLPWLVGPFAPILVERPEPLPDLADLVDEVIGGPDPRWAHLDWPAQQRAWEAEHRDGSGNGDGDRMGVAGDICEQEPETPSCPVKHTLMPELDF
Target sequence (Q8WTS1 whole entry, looked up): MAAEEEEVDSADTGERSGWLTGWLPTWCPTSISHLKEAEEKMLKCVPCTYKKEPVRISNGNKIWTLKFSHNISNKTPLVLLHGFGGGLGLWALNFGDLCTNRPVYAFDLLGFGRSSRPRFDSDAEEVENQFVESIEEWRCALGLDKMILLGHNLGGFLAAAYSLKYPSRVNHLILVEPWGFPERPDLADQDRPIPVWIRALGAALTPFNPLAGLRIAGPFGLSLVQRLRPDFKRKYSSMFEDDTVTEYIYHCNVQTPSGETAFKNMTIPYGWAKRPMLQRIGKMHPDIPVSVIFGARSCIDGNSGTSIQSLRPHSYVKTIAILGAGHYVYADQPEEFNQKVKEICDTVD
Exocytosis inh: blocks lytic granule exocytosis; TALL-104 LAMP-1 surface exposure, flow cytometry; cells stimulated with thapsigargin and PMA; inhibition, % at 10 µM; hit rate 0.66% among 360,000;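 active means inhibition above about 55%, limit read from the data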
Vif inh: inhibitors of HIV Vif. HEK293T cells, Vif self-association by quenched fluorescence, imaging, 24 h. inhibition, % at 7.49 µM. hit rate 0.35% among 340,000. AID 602346; in the data active means inhibition above about 50%, passing the limit was not always enough; further: some results filed as inactive read as strong as hits
aDG glyco act: alpha-DG glycosylation activation; Pro5-aDG cells, alpha-DG glycosylation AlphaScreen (IIH6); 0% Pro5, 100% B10-LARGE cell signal; activation, % at 10 µM; hit rate 0.22% among 360,000; AID 624168;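 active means activation of at least 8% versus controls, or a plate z-score of at least 8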;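 further: Pro5 are CHO cells carrying HIG-tagged alpha-DG that lacks glycosylation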
NOD2 RIPK2 PPI: NOD2-RIPK2 protein interaction inhibition. CHO BLA complementation NOD2-RIPK2, CCF4 ratio. inhibition, % at 4.98 µM. hit rate 0.38% among 360,000. AID 624267; in the data active means inhibition above about 21%;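 further: 0% = vehicle only and 100% = reference blocker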
MC4R antag cAMP: blocks human MC4R cAMP signaling | inhibition, % at 6.5 µM | MC4R-expressing cells, MTII-stimulated cAMP, LANCE TR-FRET | hit rate 0.48% among 360,000;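 active means inhibition above its plate's cutoff, the mean of tested wells on that plate plus 3 SD, cut at about 29% in these data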;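 further: 0% = Melanotan II alone and 100% = Melanotan II plus saturating MCL0020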
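system = U2OS cells with stable human MC4R expression | also added = Melanotan II challenge after compound preincubation | dosing = one concentration, 6.5 µM nominal | incubation = compound 30 min, challenge 1 h, detection 1 h | measured by = TR-FRET with Eu-cAMP and labeled anti-cAMP, 671 nm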
N-glyco inh: N-linked glycosylation inhibition | reporter increase, % at 12.5 µM | hit rate 0.23% among 360,000 | D54 ERlucT glycosylation luciferase reporter, 24 h; percent of 100 nM tunicamycin response | AID 588692;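 active means mean luciferase reporter signal, scaled so untreated is 0 and the glycosylation-blocking control 100, at or above a set limit in every replicate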;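 further: luciferase carries N-glycosylation sites so blocking glycosylation raises the light; 0% = median of neutral control wells and 100% = median of 100 nM tunicamycin wells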
* marks the source's active call; other numbers are inactive results. Some of the compounds tested; rates above refer to the full screens.

How did CC(C)(C)c1ccc(/C=C/C(=O)Nc2nncs2)cc1 do in these assays?
MC4R barr agon: -0.8; ABCB6 inh MLPCN: 97; TLR9-MyD88 block: -17; ABHD5-PLIN5 inh: 0; Exocytosis inh: -5; Vif inh: -5; aDG glyco act: 0.0; NOD2 RIPK2 PPI: -6; MC4R antag cAMP: -1; N-glyco inh: -8

Results for COc1cccc(C(=O)NN2CC(O)=C(c3nc4ccccc4s3)C2=N)c1 ?
MC4R barr agon: 0.2; ABCB6 inh MLPCN: 99; TLR9-MyD88 block: -3; ABHD5-PLIN5 inh: 0; Exocytosis inh: 0; Vif inh: 9; aDG glyco act: 0.7; NOD2 RIPK2 PPI: -3; MC4R antag cAMP: -3; N-glyco inh: 1

Results for CCCCCCCn1ccc(O)c(CC(=O)OC)c1=O ?
MC4R barr agon: -1.4; ABCB6 inh MLPCN: 89; TLR9-MyD88 block: 1; ABHD5-PLIN5 inh: 0; Exocytosis inh: -2; Vif inh: 6; aDG glyco act: 0.0; NOD2 RIPK2 PPI: -3; MC4R antag cAMP: -2; N-glyco inh: 3

What do the screens show for `C[C@@H]1CN([C@H](C)CO)C(=O)CCCn2cc(nn2)CO[C@H]1CN(C)C(=O)c1ccncc1`?
ABCB6 inh MLPCN: 97; ABHD5-PLIN5 inh: 0; Exocytosis inh: -1; Vif inh: 2; aDG glyco act: -0.3; NOD2 RIPK2 PPI: -5; N-glyco inh: 1

Results for C[n+]1cn(Cc2cc(Cl)ccc2OC(F)F)c2ccccc21 ?
MC4R barr agon: -0.1; ABCB6 inh MLPCN: 91; TLR9-MyD88 block: 4; ABHD5-PLIN5 inh: 0; Exocytosis inh: -7; Vif inh: -3; aDG glyco act: 0.0; NOD2 RIPK2 PPI: 2; MC4R antag cAMP: 3; N-glyco inh: 2

How did O=C(COC(=O)c1cc(=O)[nH]c2ccccc12)Nc1nc(-c2ccccc2)cs1 do in these assays?
MC4R barr agon: -1.0; ABCB6 inh MLPCN: 97; TLR9-MyD88 block: 6; ABHD5-PLIN5 inh: -2; Exocytosis inh: 1; Vif inh: -3; aDG glyco act: -0.1; NOD2 RIPK2 PPI: -1; MC4R antag cAMP: -6; N-glyco inh: 4

How did CCOP(=O)(c1ccccc1)C1(C#N)CC1 (stereo unspecified) do in these assays?
MC4R barr agon: -1.9; ABCB6 inh MLPCN: 94; TLR9-MyD88 block: -2; ABHD5-PLIN5 inh: 1; Exocytosis inh: 6; Vif inh: 3; aDG glyco act: -0.5; NOD2 RIPK2 PPI: 7; MC4R antag cAMP: 12; N-glyco inh: 1

Results for C/C(=N\NC(=O)CNc1cccc2ccccc12)c1ccccc1 ?
MC4R barr agon: -2.5; ABCB6 inh MLPCN: 100; TLR9-MyD88 block: -2; ABHD5-PLIN5 inh: 1; Exocytosis inh: 0; aDG glyco act: -0.4; NOD2 RIPK2 PPI: -5; MC4R antag cAMP: 5; N-glyco inh: 0

How did COCCn1c(SCC(=O)Nc2nc(C)cs2)nnc1C(C)C do in these assays?
MC4R barr agon: -0.7; ABCB6 inh MLPCN: 89; TLR9-MyD88 block: -1; ABHD5-PLIN5 inh: 2; Exocytosis inh: -19; Vif inh: 1; aDG glyco act: 0.0; NOD2 RIPK2 PPI: -9; MC4R antag cAMP: 1; N-glyco inh: 2

Results for COc1c(Cl)cc(Cl)cc1/C=C/C(=O)c1ccc(NC(=O)c2cccs2)cc1 ?
MC4R barr agon: -0.2; ABCB6 inh MLPCN: 92; TLR9-MyD88 block: 6; ABHD5-PLIN5 inh: 21; Exocytosis inh: -3; Vif inh: -3; aDG glyco act: -0.7; NOD2 RIPK2 PPI: 1; MC4R antag cAMP: 5; N-glyco inh: -15

How did [N-]=[N+]=NC[C@H](Cc1ccccc1)N1CC[C@@H](NC(=O)OCc2ccccc2)CCC1=O do in these assays?
MC4R barr agon: -0.3; ABCB6 inh MLPCN: 95; TLR9-MyD88 block: 0; ABHD5-PLIN5 inh: 5; Exocytosis inh: 3; Vif inh: 0; aDG glyco act: 0.0; NOD2 RIPK2 PPI: -7; MC4R antag cAMP: -1; N-glyco inh: 1

How did COc1ccccc1N1CCN(C(=O)c2cccc(Oc3ccccc3)c2)CC1 do in these assays?
MC4R barr agon: -3.9; ABCB6 inh MLPCN: 98; TLR9-MyD88 block: 1; ABHD5-PLIN5 inh: 1; Exocytosis inh: 1; Vif inh: 11; aDG glyco act: 0.1; NOD2 RIPK2 PPI: -14; MC4R antag cAMP: 6; N-glyco inh: 1

What do the screens show for `COc1ccccc1CNC(=O)Cn1cc2c(n1)CCCC2`?
MC4R barr agon: -0.2; ABCB6 inh MLPCN: 97; TLR9-MyD88 block: -1; ABHD5-PLIN5 inh: 8; Exocytosis inh: -2; Vif inh: 16; aDG glyco act: 0.1; NOD2 RIPK2 PPI: 8; MC4R antag cAMP: -1; N-glyco inh: 0

What do the screens show for `CS(=O)(=O)c1ccccc1-c1nnc(NC(=O)COc2ccc(Cl)cc2)o1`?
MC4R barr agon: -1.3; ABCB6 inh MLPCN: 101; TLR9-MyD88 block: 4; ABHD5-PLIN5 inh: 2; Exocytosis inh: 3; Vif inh: -3; aDG glyco act: -0.1; NOD2 RIPK2 PPI: -1; MC4R antag cAMP: 1; N-glyco inh: 1

What do the screens show for `CCCn1c(SCC(=O)N2CCOCC2)nnc1-c1ccncc1`?
MC4R barr agon: 0.4; ABCB6 inh MLPCN: 98; TLR9-MyD88 block: -2; ABHD5-PLIN5 inh: 14; Exocytosis inh: 3; Vif inh: 6; aDG glyco act: 0.0; NOD2 RIPK2 PPI: -13; MC4R antag cAMP: 0; N-glyco inh: 5

Overlap with the part before: 2 compounds, followed by the next part.
What do the screens show for `CS(=O)(=O)c1ccccc1-c1nnc(NC(=O)COc2ccc(Cl)cc2)o1`?
MC4R barr agon: -1.3; ABCB6 inh MLPCN: 101; TLR9-MyD88 block: 4; ABHD5-PLIN5 inh: 2; Exocytosis inh: 3; Vif inh: -3; aDG glyco act: -0.1; NOD2 RIPK2 PPI: -1; MC4R antag cAMP: 1; N-glyco inh: 1

What do the screens show for `CCCn1c(SCC(=O)N2CCOCC2)nnc1-c1ccncc1`?
MC4R barr agon: 0.4; ABCB6 inh MLPCN: 98; TLR9-MyD88 block: -2; ABHD5-PLIN5 inh: 14; Exocytosis inh: 3; Vif inh: 6; aDG glyco act: 0.0; NOD2 RIPK2 PPI: -13; MC4R antag cAMP: 0; N-glyco inh: 5

Results for CC(C)c1ccc(C(=O)NCCCN(C)C)cc1 ?
MC4R barr agon: 2.4; ABCB6 inh MLPCN: 99; TLR9-MyD88 block: 0; ABHD5-PLIN5 inh: -1; Exocytosis inh: -1; Vif inh: -2; aDG glyco act: 0.0; NOD2 RIPK2 PPI: 0; MC4R antag cAMP: -5; N-glyco inh: 3

What do the screens show for `Cc1csc(=O)n1CCC(=O)OCC(=O)NNC(=O)c1ccc(Cl)cc1`?
MC4R barr agon: 2.2; ABCB6 inh MLPCN: 91; TLR9-MyD88 block: 13; ABHD5-PLIN5 inh: 3; Exocytosis inh: 0; aDG glyco act: 0.0; NOD2 RIPK2 PPI: -4; MC4R antag cAMP: 3; N-glyco inh: 1

How did CC(C)(C)C(=O)NC(c1ccccc1)c1c(O)ccc2ccccc12 (stereo unspecified) do in these assays?
MC4R barr agon: -0.4; ABCB6 inh MLPCN: 99; TLR9-MyD88 block: -12; ABHD5-PLIN5 inh: 2; Exocytosis inh: -18; Vif inh: -9; aDG glyco act: 0.3; NOD2 RIPK2 PPI: -13; MC4R antag cAMP: 16; N-glyco inh: -2

Results for CC12CCC(=O)C=C1CCC1C2CCC2(C)C(C(=O)CO)CC(O)C12 (stereo unspecified) ?
MC4R barr agon: -1.5; ABCB6 inh MLPCN: 96; TLR9-MyD88 block: -10; ABHD5-PLIN5 inh: -2; Exocytosis inh: -2; Vif inh: 22; aDG glyco act: -0.1; NOD2 RIPK2 PPI: 2; MC4R antag cAMP: -4; N-glyco inh: 0

Results for Cc1cccc[n+]1CC(=O)c1ccc2c(c1)OCCO2 ?
MC4R barr agon: -1.6; ABCB6 inh MLPCN: 101; TLR9-MyD88 block: -6; ABHD5-PLIN5 inh: -6; Exocytosis inh: 0; Vif inh: -4; aDG glyco act: -0.1; NOD2 RIPK2 PPI: 4; MC4R antag cAMP: -1; N-glyco inh: -2

What do the screens show for `CCOC(=O)C(Cc1ccccc1)C(=O)Nc1ccc(NC(=O)C(Cc2ccccc2)C(=O)OCC)cc1` (stereo unspecified)?
MC4R barr agon: -1.6; ABCB6 inh MLPCN: 99; TLR9-MyD88 block: 5; ABHD5-PLIN5 inh: -1; Exocytosis inh: 3; Vif inh: -2; aDG glyco act: -0.1; NOD2 RIPK2 PPI: -9; MC4R antag cAMP: 4; N-glyco inh: 1

How did COc1ccc(C2/C=C\CN(C(=O)c3ccc(C)cc3)[C@H](Cc3ccccc3)C(=O)N2Cc2ccc(F)cc2)cc1 (stereo partly specified) do in these assays?
MC4R barr agon: 0.4; ABCB6 inh MLPCN: 95; TLR9-MyD88 block: -7; ABHD5-PLIN5 inh: -7; Exocytosis inh: 2; Vif inh: -15; aDG glyco act: 0.6; NOD2 RIPK2 PPI: -1; MC4R antag cAMP: 18; N-glyco inh: -9

How did CCN1C[C@@H]2[C@@H]3C(=O)N(C)C(=O)[C@@H]3[C@](C)(C1=O)N2C(=O)c1ccc(C(F)(F)F)cc1 do in these assays?
MC4R barr agon: 0.8; ABCB6 inh MLPCN: 102; TLR9-MyD88 block: 3; ABHD5-PLIN5 inh: -7; Exocytosis inh: -8; Vif inh: -3; aDG glyco act: -0.1; NOD2 RIPK2 PPI: -1; MC4R antag cAMP: 5; N-glyco inh: 3

Results for CCC(C(=O)Nc1cccc(OC)c1)n1nc(C)c2c(C)n(-c3ccccc3)nc2c1=O (stereo unspecified) ?
MC4R barr agon: -3.1; ABCB6 inh MLPCN: 99; TLR9-MyD88 block: -8; ABHD5-PLIN5 inh: 0; Exocytosis inh: 1; Vif inh: 1; aDG glyco act: -0.2; NOD2 RIPK2 PPI: 1; MC4R antag cAMP: 6; N-glyco inh: 4

Results for CCC(=O)Nc1ccc2c(c1)nc(CN1CCCCC1)n2C ?
MC4R barr agon: 0.4; ABCB6 inh MLPCN: 96; TLR9-MyD88 block: -2; ABHD5-PLIN5 inh: 0; Exocytosis inh: 1; Vif inh: -3; aDG glyco act: -0.2; NOD2 RIPK2 PPI: -9; MC4R antag cAMP: 0; N-glyco inh: -1

Results for CCOC(=O)c1oc2ccccc2c1COC(=O)CNC(=O)c1cc(OC)c(OC)c(OC)c1 ?
MC4R barr agon: 0.1; ABCB6 inh MLPCN: 92; TLR9-MyD88 block: -5; ABHD5-PLIN5 inh: 5; Exocytosis inh: -4; Vif inh: -1; aDG glyco act: -0.1; NOD2 RIPK2 PPI: -4; MC4R antag cAMP: -1; N-glyco inh: 0

How did COc1ccccc1/C=C/c1nc(C#N)c(N(C)C)o1 do in these assays?
MC4R barr agon: 0.1; ABCB6 inh MLPCN: 97; TLR9-MyD88 block: 1; ABHD5-PLIN5 inh: 1; Exocytosis inh: -2; Vif inh: 4; aDG glyco act: -0.1; NOD2 RIPK2 PPI: -2; MC4R antag cAMP: 8; N-glyco inh: -1
